# Screening results as filed in PubChem.
# PTHR1 agonist: PTHR1 (human) receptor agonism | Q03431 | HEK293 GP2 PTHR1 cells, GloSensor cAMP luminescence, 1 h | Potency, µM (doses to about 115 µM), without a hit: top-dose activation, usual class: activators | 0.075% of 410,000 active | AID 743266; note: potency is the fitted concentration of half-maximal effect; nearly all actives have a fitted effect of over 55% in size; some results filed as inactive show a strong effect at the top dose; inactives centre near -15; many of its hits are not listed in these tables
# Target sequence (Q03431 whole entry, looked up): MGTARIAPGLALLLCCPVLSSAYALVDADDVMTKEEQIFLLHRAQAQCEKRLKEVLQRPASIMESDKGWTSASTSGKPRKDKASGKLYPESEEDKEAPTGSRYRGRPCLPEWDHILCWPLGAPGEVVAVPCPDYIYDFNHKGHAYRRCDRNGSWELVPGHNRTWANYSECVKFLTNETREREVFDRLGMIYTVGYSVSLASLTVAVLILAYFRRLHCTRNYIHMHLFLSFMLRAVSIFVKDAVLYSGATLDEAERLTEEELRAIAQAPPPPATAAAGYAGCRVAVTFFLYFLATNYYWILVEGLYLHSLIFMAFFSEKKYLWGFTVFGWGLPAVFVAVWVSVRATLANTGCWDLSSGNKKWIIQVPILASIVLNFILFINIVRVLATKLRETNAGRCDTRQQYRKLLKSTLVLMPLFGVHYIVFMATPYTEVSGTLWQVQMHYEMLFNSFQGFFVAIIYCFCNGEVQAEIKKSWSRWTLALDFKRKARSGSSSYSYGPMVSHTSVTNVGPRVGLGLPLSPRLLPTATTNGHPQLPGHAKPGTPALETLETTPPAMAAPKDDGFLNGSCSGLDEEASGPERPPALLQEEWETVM
#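 HEK-293-derived GP2 cells expressing PTHR1 and a GloSensor cAMP reporter, 3,000/well, plated overnight, given luciferin plus IBMX (each 0.5 mM as added) for 1 h at 37 °C, then compound for 1 h at 37 °C. Luminescence was read after 15 min at room temperature.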
# aSyn yeast inh: inhibitors of alpha-synuclein toxicity in yeast; Potency, µM (highest dose often 46.1 µM), without a hit: at the top dose growth rescue (activation), actives largely listed as activators; 0.14% of 370,000 active; AID 652106; Yeast expressing alpha-synuclein, growth rescue, BacTiter-Glo, 24 h; note: potency is the fitted concentration of half-maximal effect; % of control where 0% means no effect; nearly all actives have a fitted effect of over 65% in size
#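 Galactose-induced alpha-syn yeast (OD600=0.02, raffinose-pregrown) + pinned cpd, 24 hr, 30 deg C; growth by BacTiter-Glo luminescence. Growth restoration scores as activation.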
# TDP-43 yeast inh: rescues yeast growth from TDP-43 toxicity; TDP-43 expressing yeast growth rescue, BacTiter-Glo, 24 h; Potency, µM (highest dose often 46.1 µM), for inactives: at the highest dose growth rescue (activation), actives largely listed as activators; 1.8% of 410,000 active; note: potency is the fitted concentration of half-maximal effect; % of control where 0% means no effect; nearly all actives have a fitted effect of over 50% in size
#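 In this qHTS, compounds that restore growth of yeast expressing TDP-43 appear as activators. Cells (OD600=0.02, galactose medium, raffinose-pregrown) are incubated with compound 24 hr at 30 deg C and growth is quantified by BacTiter-Glo.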
# GLP-1R inv ag: acts as inverse agonist at human GLP-1 receptor | P43220 | HEK293 GLP-1R CRE-luciferase, luminescence, 24 h; GLP-1R form is constitutively active | Potency, µM (highest dose often 38.3 µM), for inactives: at the highest dose activity change, negative = inhibition, most hits filed as inhibitors | 1.6% of 410,000 active | AID 624417; note: potency is the fitted concentration of half-maximal effect; % is set by controls: 0 for no effect and ±100 for the full control effect; nearly all actives have a fitted effect of over 55% in size
# Target sequence (P43220 whole entry, looked up): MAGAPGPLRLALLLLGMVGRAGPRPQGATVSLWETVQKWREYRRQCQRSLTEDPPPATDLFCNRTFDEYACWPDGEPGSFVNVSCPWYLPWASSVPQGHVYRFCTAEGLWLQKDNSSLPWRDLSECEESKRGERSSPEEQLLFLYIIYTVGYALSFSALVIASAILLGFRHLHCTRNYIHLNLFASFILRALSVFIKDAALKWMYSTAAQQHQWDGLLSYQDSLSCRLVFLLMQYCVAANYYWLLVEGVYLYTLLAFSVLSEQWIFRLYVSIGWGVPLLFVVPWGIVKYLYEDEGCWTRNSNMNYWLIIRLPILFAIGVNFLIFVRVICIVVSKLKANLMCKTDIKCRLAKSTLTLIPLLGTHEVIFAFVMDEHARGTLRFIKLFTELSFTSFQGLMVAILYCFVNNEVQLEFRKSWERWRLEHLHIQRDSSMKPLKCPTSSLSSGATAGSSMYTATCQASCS
#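 HEK293 cells stably co-expressing a cAMP-responsive luciferase reporter and constitutively active GLP-1R were seeded, incubated 12 h, then exposed to compounds for 24 h at 37 C. Luminescence was read 12 min after detection reagent; inverse agonists lower signal.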
# HEK293 tox: cytotoxicity in counter-screen for GLP-1R inverse agonists; HEK293 cAMP-luciferase reporter cells, luminescence, 24 h; Potency, µM (highest dose often 38.3 µM), for inactives: top-dose activity change, negative = inhibition, hits mostly inhibitors; AID 624418; 0.13% of 410,000 active;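 note: loss of luciferase light is scored as toxicity; potency is the fitted concentration of half-maximal effect; % is set by controls: 0 for no effect and ±100 for the full control effect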
#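 MLSMR compounds, 24 hr on cells at 37 deg C/5% CO2; luminescence after luciferase reagent (12 min RT). Inhibition counted as the undesired cytotoxic outcome.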
# Abeta rescue: compounds reversing amyloid beta toxicity in yeast; yeast expressing A-beta42, growth rescue, OD600, 48 h; response scale: 0% DMSO, 100% iron-clioquinol control; Potency, µM (highest dose often 46.1 µM), for inactives: at the top dose growth rescue, most hits filed as activators; 0.063% of 410,000 active; AID 1347071; note: potency is the fitted concentration of half-maximal effect; nearly all actives have a fitted effect of over 55% in size
#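 Growth rescue measured by 600 nm absorbance after 48 h yeast culture at 30 C with compound. Values normalized between DMSO and an equimolar ferric chloride plus clioquinol control.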
# FUS suppressor: rescues growth of FUS-expressing yeast. S. cerevisiae FUS-expressing, growth rescue, OD600, 24 h. Potency, µM (top dose mostly 76.6 µM), for the others: at the highest dose growth rescue (activation), most hits filed as activators. AID 1347120. 0.24% of 390,000 active;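 note: potency is the fitted concentration of half-maximal effect; plate controls were DMSO vehicle for no effect and reference control for full effect; nearly all actives have a fitted effect of over 55% in size; some results filed as inactive show a strong effect at the top dose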
#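 Absorbance at 600 nm, taken 24hr after compound addition, measured rescue of FUS-yeast growth at 30C. Induction used 2% galactose with seeding at OD 0.005. Controls: CP55940 from 92uM final, DMSO only.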
# Mm-Cpn inhibitor: inhibitors of Methanococcus maripaludis chaperonin (MmCpn). purified Mm-Cpn ATPase, ADP Transcreener TR-FRET. Potency, µM (highest dose often 76.9 µM), for the others: at the top dose activity, negative = inhibition, actives largely listed as inhibitors. 0.031% of 330,000 active. AID 504842; note: potency is the fitted concentration of half-maximal effect; % is set by controls: 0 for no effect and ±100 for the full control effect; nearly all actives have a fitted effect of over 80% in size
#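 25 nM Mm-CPN + cpd, 10 min 37°C; + 10 uM ATP, 30 min 37°C; buffer 30 mM Tris pH 7.4, 100 mM KCl, 5 mM MgCl2, 1 mM DTT; Transcreener ADP HTRF detection 30 min RT.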
# pAkt inh: blocks phosphorylation of Akt; Neuro2A IGF-stimulated pAkt S473 HTRF, 20 min; hits give low values; 0.32% of 360,000 active; AID 651550; activity change, % for hits at 50 µM; in the data active = activity change below about -80%; inconclusive = mostly about -51% to -80%; note: % is set by controls: 0 for no effect and ±100 for the full control effect
#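 Neuro2A cells in DMEM with 0.5% FBS, overnight at 37 deg C, given compound at single 50 µM final, then IGF (6 nM final) for 20 min at 37 deg C. Lysed; phospho-Akt Ser473 by HTRF after 24 h, 665/615 ratio.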
# The depositor's hits bear a star; i = inactive; ? = inconclusive; / = no result given; [ ] = dose if it differs, or a comment. Unless noted, calls come from the whole dose curve; as a rule, active = well fitted curve in the direction sought with a large enough effect; inconclusive = small, poorly fitted or top-dose-only effect, or another doubt; inactive = no such curve, though single readings can be large; an effect the other way counts as inactive or inconclusive.
1	O=C(CN1C(=O)NC2(CCCCCC2)C1=O)Nc1ccc(Cl)c([N+](=O)[O-])c1
2	COc1ccc(C(C(=O)NC2CCCC2)N(C(=O)c2csnn2)C2CCCC2)cc1 (configuration not stated)
3	CCc1c(C)c(C#N)c2nc3ccccc3n2c1-n1nc(C)cc1C
4	Cc1cc(C)c(C#N)c(N2CCN(C(=O)C3COc4ccccc4O3)CC2)n1 (configuration not stated)
5	CC1=C(C(=O)Nc2ccccc2)C(c2cccs2)n2nc(SCc3ccccc3)nc2N1 (configuration not stated)
6	CCCCOc1ccc(C(=O)Nc2ccc(-c3cc4ccccc4oc3=O)cc2)cc1
7	CN(C)S(=O)(=O)N(CC(=O)NCCSc1ccc(Cl)cc1)c1ccccc1
8	CC(C)n1c(O)c(N=NC(=O)CNC(=O)c2cccnc2)c2ccccc21

assay / compound	1	2	3	4	5	6	7	8
PTHR1 agonist	-12%	-9%	i	-31%[inhibitor]	-5%	i	-19%	-38%[inhibitor]
aSyn yeast inh	-8%	-2%	1%	-1%	/	/	/	0%
TDP-43 yeast inh	9%	-22%	?	?	13%	7%	0%	8%
GLP-1R inv ag	?	-22%	21%	-25%	7%	-4%	-21%	48%[activator]
HEK293 tox	-18%	-6%	5%	-3%	0%	6%	5%	-21%
Abeta rescue	-12%	-15%	23%	0%	-13%	-1%	13%	-11%
FUS suppressor	-5%	23%	4%	32%	14%	-5%	42%	2%
Mm-Cpn inhibitor	1%	-2%	0%	1%	/	/	/	-1%
pAkt inh	i	i	i	i	/	/	/	i

9	COc1ccc(CCNC2CC(=O)N(N(C)C)C2=O)cc1OC (configuration not stated)
10	Cc1nn(CCCC(=O)Nc2ccccc2C(F)(F)F)c(=O)c2c1sc1ccccc12
11	CCC(C)/C=C/C1=CC2=C(Cl)C(=O)C3(C)OC(=O)C(C(=O)C(C)C(C)O)C3C2=CO1 (configuration not stated)
12	N#CCSc1nc(-c2ccccc2)nc2ccccc12
13	COc1ccc2oc(-c3ccccc3)c(C(=O)O)c2c1
14	CCN(CCN1CCCC1)C(=O)C1CCC(=O)N(CCCN2CCOCC2)C1 (configuration not stated)
15	CCn1ncc(Br)c1C(=O)Nc1ccc(-c2ccno2)cc1
16	O=C(N/N=C/c1ccncc1)c1ccccc1

assay / compound	9	10	11	12	13	14	15	16
PTHR1 agonist	i	-22%	-34%[inhibitor]	i	i	i	-24%	-5%[57.5 µM]
aSyn yeast inh	-3%	/	0%	0%	-36%[inhibitor]	-1%	6%	-5%
TDP-43 yeast inh	-20%	18%	20%	23%	-29%	26%	?	-8%
GLP-1R inv ag	11%	3%	-14%	40%	0%	10%	8%	33%[activator]
HEK293 tox	10%	-6%	1%	-7%	6%	-3%	4%	20%
Abeta rescue	-3%	6%	-9%	-2%	-32%	4%	6%	-3%
FUS suppressor	12%	-22%	42%	-19%	10%	9%	10%	4%
Mm-Cpn inhibitor	-1%	/	/	-3%	-7%	-1%	-8%	-1%
pAkt inh	i	/	i	i	i	i	i	i

17	CN(C(=O)c1cc(Cl)c2c(c1)OCCO2)c1c(N)n(Cc2ccccc2)c(=O)[nH]c1=O
18	C#CCOCCOCCOCCNc1nc(N2CCN(C(=O)[C@H]([C@@H](C)CC)n3cc(CCC(=O)O)nn3)CC2)nc(N2CCN(C(=O)[C@H](Cc3ccc(O)cc3)n3cc(CCO)nn3)CC2)n1
19	CCN(CC)CCNC(=O)CCc1nnc2ccc(N3CCC(C)CC3)nn12
20	CC(=O)c1ccc(NC(=O)CSc2nc3[nH]c(=O)cc(O)c3s2)cc1
21	Cc1ccccc1S(=O)(=O)N(CC(O)CN1CCCCC1)c1ccccc1 (configuration not stated)
22	CCCCNC(=O)c1nc(-c2ccc(C(F)(F)F)cc2)oc1-c1ccccc1
23	COc1ccc(-c2ccc3c(c2)S(=O)(=O)c2cccc(C(=O)N4CCN(c5ccc(Cl)cn5)CC4)c2C3=O)cc1OC
24	COc1cc(C=NCc2ccccc2)ccc1O

assay / compound	17	18	19	20	21	22	23	24
PTHR1 agonist	-14%	-2%	i	-14%	i	-1%	i	i
aSyn yeast inh	2%	1%	5%	2%	-1%	-18%	7%	-11%
TDP-43 yeast inh	-23%	14%	9%	-12%	21%	5%	23%	20%
GLP-1R inv ag	-8%	16%	7%	1%	-5%	12%	?	-12%
HEK293 tox	3%	14%	-10%	225%[activator]	3%	3%	-14%	-5%
Abeta rescue	-14%	-1%	-3%	-8%	0%	-10%	1%	-6%
FUS suppressor	5%	30%	-17%	14%	-23%	-5%	24%	-6%
Mm-Cpn inhibitor	0%	/	3%	/	0%	/	0%	/
pAkt inh	i	i	i	i	i	i	i	i

25	COCCNC(=O)C1=NOC(Cn2cc(C#N)c(=O)n(C)c2=O)C1 (configuration not stated)
26	CCCn1c(SCC(=O)NC(C)C23CC4CC(CC(C4)C2)C3)n[nH]c1=O (configuration not stated)
27	CCOC(=O)c1ccccc1NC(=O)CSc1nnc(Cc2cccn2C)n1-c1ccc(C)cc1
28	CCCCN(C)CCCNC(=O)C1CCC(CNS(=O)(=O)c2c(C)cc(C)cc2C)CC1 (configuration not stated)
29	C/C(=N\Nc1cccc2cccnc12)c1ccccn1
30	Nc1c(N(Cc2ccco2)C(=O)c2ccc(Br)cc2)c(=O)[nH]c(=O)n1Cc1ccccc1
31	CN(CC(=O)Nc1ccc(F)c(F)c1F)C(=O)C1=NN(c2ccccc2)C(=O)CC1
32	O=C(c1ccccc1)C1CCc2occc2C1=O (configuration not stated)

assay / compound	25	26	27	28	29	30	31	32
PTHR1 agonist	-32%[inhibitor]	-3%	-1%[57.5 µM]	i	-91%[inhibitor]	i	i	i
aSyn yeast inh	1%	-5%	13%	-1%	-15%	2%	2%	0%
TDP-43 yeast inh	6%	-21%	-7%	16%	?	5%	14%	-8%
GLP-1R inv ag	0%	1%	?	?	?	7%	-20%	-18%
HEK293 tox	-1%	-5%	-24%	-12%	?	-16%	-16%	-6%
Abeta rescue	1%	-5%	1%	-15%	-19%	-3%	-2%	-1%
FUS suppressor	-27%	9%	49%	-3%	12%	0%	/	22%
Mm-Cpn inhibitor	3%	2%	-8%	-1%	-30%	-2%	1%	2%
pAkt inh	i	i	i	i	i	i	i	i

# A different layout for 7 compounds above:
# Every second line gives: PTHR1 agonist	aSyn yeast inh	TDP-43 yeast inh	GLP-1R inv ag	HEK293 tox	Abeta rescue	FUS suppressor	Mm-Cpn inhibitor	pAkt inh
(23) COc1ccc(-c2ccc3c(c2)S(=O)(=O)c2cccc(C(=O)N4CCN(c5ccc(Cl)cn5)CC4)c2C3=O)cc1OC
→ i	7%	23%	?	-14%	1%	24%	0%	i
(24) COc1cc(C=NCc2ccccc2)ccc1O
→ i	-11%	20%	-12%	-5%	-6%	-6%	/	i
(25) COCCNC(=O)C1=NOC(Cn2cc(C#N)c(=O)n(C)c2=O)C1 (configuration not stated)
→ -32%[inhibitor]	1%	6%	0%	-1%	1%	-27%	3%	i
(26) CCCn1c(SCC(=O)NC(C)C23CC4CC(CC(C4)C2)C3)n[nH]c1=O (configuration not stated)
→ -3%	-5%	-21%	1%	-5%	-5%	9%	2%	i
(27) CCOC(=O)c1ccccc1NC(=O)CSc1nnc(Cc2cccn2C)n1-c1ccc(C)cc1
→ -1%[57.5 µM]	13%	-7%	?	-24%	1%	49%	-8%	i
(28) CCCCN(C)CCCNC(=O)C1CCC(CNS(=O)(=O)c2c(C)cc(C)cc2C)CC1 (configuration not stated)
→ i	-1%	16%	?	-12%	-15%	-3%	-1%	i
(29) C/C(=N\Nc1cccc2cccnc12)c1ccccn1
→ -91%[inhibitor]	-15%	?	?	?	-19%	12%	-30%	i

# Other results.
33	O=C(NNC(=O)c1ccccc1Cl)c1ccc(-n2cncn2)c([N+](=O)[O-])c1
34	Cc1nc2ccc(NS(=O)(=O)c3cccc([N+](=O)[O-])c3)cc2s1
35	Cc1cc(C(=O)OCC(=O)Nc2c(F)cccc2F)c(C)n1-c1ccccc1
36	COC(=O)C1=C(C)Nc2ccc(C)cc2S1
37	CC(C)c1ccc(N(CC(=O)NC2CCCC2)C(=O)CCC(=O)Nc2ccccn2)cc1
38	COc1ccc(CC(=O)Nc2cc(NC(=O)Cc3ccc(OC)c(OC)c3)cc(C(=O)O)c2)cc1OC
39	CCOC(=O)C1=C(C2=CCCCC2)c2ccc(OC)cc2N(S(=O)(=O)C(F)(F)F)C1C(=O)OCC (configuration not stated)
40	CSc1ccc(/C=N\NC(=O)COc2ccc(Cl)cc2Br)cc1

assay / compound	33	34	35	36	37	38	39	40
PTHR1 agonist	-1%	-24%	-47%[inhibitor]	-8%	-40%[inhibitor]	1%	-80%[inhibitor]	-16%
aSyn yeast inh	-10%	0%	19%	2%	-2%	-5%	-2%	15%
TDP-43 yeast inh	8%	11%	?	7%	-10%	-8%	?	-3%
GLP-1R inv ag	7%	-37%	?	16%	10%	5%	-16%	-10%
HEK293 tox	-31%	?	13%	0%	1%	12%	-17%	-17%
Abeta rescue	0%	-12%	-29%	-4%	2%	-10%	-19%	-4%
FUS suppressor	-8%	4%	?	-10%	25%	29%	24%	34%
Mm-Cpn inhibitor	3%	2%	-1%	-7%	0%	2%	2%	0%
pAkt inh	i	i	i	i	i	i	i	i

# An excerpt; the hit share may differ from the screen's.
